# Bioassay records from PubChem BioAssay.
# IMP-1 inh: IMP-1 metallo-beta-lactamase inhibitors, primary screen, biochemical, epi-absorbance readout, Pseudomonas aeruginosa enzyme; metallo-beta-lactamase IMP-1 (Pseudomonas aeruginosa); purified IMP-1, nitrocefin hydrolysis, epi-absorbance fluorescence; inhibition, % at 5.6 µM; 0.45% of 290,000 active;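 active = inhibition above the mean plus 3 SD of all compounds in the same screening run, cut at about 4.5% in these data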;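 also: 0% = IMP-1 with DMSO and 100% = DMSO wells lacking enzyme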
#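 System: purified IMP-1; amount: IMP-1 0.2 nM before substrate addition; compound: single dose, 5.6 µM; times: 25 °C, 15 min preincubation, 25 min reaction; signal: Epi-absorbance via hydrolysed-nitrocefin quenching of white-plate fluorescence, 480/530 nm, EDTA stop; benchmarks: DMSO with and without IMP-1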
# GalR3 antag: GalR3 antagonists in HEK293 cells, primary screen, cell-based, fluorescence readout. HEK293 GalR3-CNG cAMP membrane potential fluorescence; galR3 body fused to GalR1 C-terminus. inhibition, % at 3 µM. 0.44% of 360,000 active. Galanin receptor type 3 (Homo sapiens), O60755;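 active = inhibition above the screen-wide average plus 3 SD, cut at about 13% in these data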;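 also: forskolin and galanin both at EC90 stimulate the cells; cAMP rise reported by CNG channel membrane potential dye signal; 0% = forskolin plus galanin with DMSO and 100% = forskolin alone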
# Target sequence (O60755 1-299 limits assumed): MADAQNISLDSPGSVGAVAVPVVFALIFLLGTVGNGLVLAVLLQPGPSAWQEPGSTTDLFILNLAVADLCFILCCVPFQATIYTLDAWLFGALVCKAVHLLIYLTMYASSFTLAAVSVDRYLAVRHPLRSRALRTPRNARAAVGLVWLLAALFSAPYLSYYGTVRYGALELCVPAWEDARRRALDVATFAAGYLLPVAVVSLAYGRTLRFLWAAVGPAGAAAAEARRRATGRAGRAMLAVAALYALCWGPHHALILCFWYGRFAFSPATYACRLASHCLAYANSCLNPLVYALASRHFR
# GPR7 antagonist: GPR7 receptor antagonists, primary screen, cell-based, fluorescence, single concentration; Neuropeptides B/W receptor type 1 (Homo sapiens), P48145; 1.1% of 290,000 active; inhibition, % at 4.4 µM; GPR7-expressing cells, fluorescence antagonist assay; in the data active = inhibition above about 16%, passing the limit was not always enough;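 also: cells stimulated with the agonist NPW; 0% = agonist with vehicle and 100% = vehicle without agonist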
# OXTR agonist: human OXTR agonists, primary screen, fluorescence, CHO-OTR cells, Fluo-8 calcium; Fluo-8 calcium fluorescence; normalized: DMSO 0%, oxytocin 100%; Oxytocin receptor (Homo sapiens), P30559; 0.32% of 320,000 active; activation, % at 3 µM;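 active = activation above the mean of all tested compounds plus 3 SD, cutoff set per screening run, cut at about 20% in these data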;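 also: peak over basal fluorescence ratio from a 100 s FLIPR kinetic read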
# HCV NS3 hel inh: inhibitors of HCV NS3 helicase, primary screen, biochemical, Cy5 molecular beacon fluorescence. Hepatitis C virus NS3 helicase. NS3 helicase DNA unwinding. inhibition, % at 10.9 µM. 0.56% of 290,000 active. AID 1800, 2009;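 active = inhibition above the mean of all tested compounds plus 3 SD, set per campaign, cut at about 35% in these data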;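 also: 0% = DMSO wells and 100% = thioflavine S control wells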
#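 System: Hepatitis C virus NS3 helicase domain fragment enzyme | Reagent: Annealed dual-labelled DNA beacon duplex, ATP-started | Compound dosing: 10.9 µM single point, 0.8% DMSO | Incubation: 1 h reaction at 25 °C, ATP-initiated | Technique: Cy5 fluorescence | Evaluation: Percent inhibition from t60/t0 fluorescence ratio | Benchmarks: Low DMSO, high thioflavine S at 110 µM | Replication: Singlicate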
# V1aR counter: agonists of human V1a receptor, primary screen, counter-screen for OXTR agonist project, fluorescence, CHO-V1R cells; Fluo-8 calcium fluorescence, agonist mode; 0% DMSO, 100% 3 nM vasopressin; activation, % at 3 µM; AID 2797, 2010; Vasopressin V1a receptor (Homo sapiens), P37288; 0.25% of 320,000 active;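 active = activation above the mean activation of all tested compounds plus 3 SD, per screening run, cut at about 20% in these data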;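 also: signal is peak over basal fluorescence ratio across a 100 second FLIPR read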
# Target sequence (P37288 whole entry, looked up): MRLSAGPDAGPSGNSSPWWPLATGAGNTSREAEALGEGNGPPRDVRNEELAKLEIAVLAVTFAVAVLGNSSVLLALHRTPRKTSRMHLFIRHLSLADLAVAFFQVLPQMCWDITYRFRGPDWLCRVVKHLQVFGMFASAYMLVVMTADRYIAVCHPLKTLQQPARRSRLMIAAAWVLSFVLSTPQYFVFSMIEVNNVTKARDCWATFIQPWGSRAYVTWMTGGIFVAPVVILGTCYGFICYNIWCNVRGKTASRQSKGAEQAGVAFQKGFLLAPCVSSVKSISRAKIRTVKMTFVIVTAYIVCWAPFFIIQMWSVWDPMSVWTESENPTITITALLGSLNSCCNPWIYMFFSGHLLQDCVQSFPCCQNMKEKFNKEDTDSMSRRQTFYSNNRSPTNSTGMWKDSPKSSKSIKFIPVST
# VIM-2 inhibitor: VIM-2 metallo-beta-lactamase inhibitors, primary screen, biochemical, epi-absorbance readout, Pseudomonas aeruginosa enzyme. inhibition, % at 5.6 µM. 0.89% of 290,000 active. purified VIM-2, nitrocefin hydrolysis, epi-absorbance fluorescence;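 active = inhibition above the mean of all tested compounds plus 3 SD, cutoff set per screening run, cut at about 7.5% in these data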;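 also: red hydrolysis product quenches plate fluorescence so inhibitors raise well fluorescence; 0% = enzyme with DMSO and 100% = DMSO without enzyme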
# DNA FID counter: compounds displacing fluorescent DNA intercalator, primary screen, artefact control for HCV NS3 helicase inhibitor project, biochemical, FID fluorescence. DNA fluorescent intercalator displacement. inhibition, % at 7.9 µM. 0.17% of 290,000 active. AID 1845, 2009; in the data active = inhibition above about 37%;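 also: 0% = vehicle and 100% = reference compound; higher means more ethidium bromide displaced from hairpin DNA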
# PHOSPHO1 inh: PubChem AID 1565 | 1.1% of 290,000 active | Phosphoethanolamine/phosphocholine phosphatase (Homo sapiens), Q8TCT1 | inhibition, % at 13.3 µM | recombinant PHOSPHO1, absorbance phosphatase assay; in the data active = inhibition above about 60%
# Target sequence (Q8TCT1 whole entry, looked up): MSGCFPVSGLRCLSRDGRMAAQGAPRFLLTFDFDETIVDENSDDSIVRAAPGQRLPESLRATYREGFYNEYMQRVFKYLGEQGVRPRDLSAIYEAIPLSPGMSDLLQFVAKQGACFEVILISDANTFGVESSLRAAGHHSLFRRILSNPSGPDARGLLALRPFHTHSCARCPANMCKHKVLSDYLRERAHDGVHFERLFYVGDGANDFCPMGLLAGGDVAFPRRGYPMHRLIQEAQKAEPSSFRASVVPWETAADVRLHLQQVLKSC
# * = called active by the depositor; nt = no result given.
SMILES,IMP-1 inh,GalR3 antag,GPR7 antagonist,OXTR agonist,HCV NS3 hel inh,V1aR counter,VIM-2 inhibitor,DNA FID counter,PHOSPHO1 inh
O=C(Nc1ccc2cn[nH]c2c1)c1ccccc1F,-0.1,-2,2,1.7,0,0.2,-6.4,3,-6
CCOC(=O)C1=C(c2ccccc2)N=C2SCC(=O)N2C1c1ccc(O)c(OC)c1 (stereo unspecified),-4.0,-3,-6,1.8,14,2.7,-2.7,-26,7
CCOC(=O)C1CCN(C(=O)COc2ccc(S(=O)(=O)NC(C)C)cc2Cl)CC1,-3.2,3,-6,0.4,-9,0.7,-2.1,-23,4
COC(=O)CCC(=O)OC1(C)C(=O)C=C2C=C(C3CC3)N(CCc3ccccn3)C=C2C1=O (stereo unspecified),nt,-1,nt,-0.1,nt,1.5,nt,nt,18
CC1CC(C)CN(CCCNC(=O)c2ccc(CS(=O)(=O)Cc3ccccc3F)o2)C1 (stereo unspecified),-2.6,3,-1,0.3,0,0.5,-3.1,0,13
O=C1CCCC2=C1C(c1cccs1)Nc1ccccc1N2 (stereo unspecified),-2.7,0,-4,0.1,2,1.1,0.3,2,-7
CC(=O)Oc1cccc(C2C3=C(CC(C)(C)CC3=O)Nc3ccccc3N2C(C)=O)c1 (stereo unspecified),-2.1,-4,10,0.0,1,0.4,-1.1,-13,-29
CSCCC(NS(=O)(=O)c1ccc2[nH]c(=O)c(=O)[nH]c2c1)C(=O)O (stereo unspecified),1.2,-4,-6,1.4,-27,0.5,1.6,3,30
Cc1ccc2nc(C)cc(Nc3ccc4c(c3)OCCO4)c2c1,-2.4,0,-3,-1.9,0,-1.6,11*,-1,-14
O=C1/C(=C/c2ccc3c(c2)OCO3)CCC/C1=C\c1ccc2c(c1)OCO2,0.5,-1,-2,1.4,19,0.3,1.2,3,8
Cc1nn(-c2ccccc2)c(C)c1/C=N\N1CCN(c2ccc(Cl)cc2)CC1,-2.1,5,-13,-0.4,-7,-0.5,-0.3,-1,12
COc1ccc(C(=O)N/C(=C\c2cn(S(=O)(=O)N(C)C)c3ccccc23)C(=O)NC(C)C)cc1,-2.2,10,-21,-1.2,-5,-0.2,-1.0,-5,20
CS(=O)(=O)c1cccc(C(=O)N(CCc2ccccc2)Cc2cccs2)c1,1.0,-10,7,4.0,6,3.8,0.1,-32,10
COc1ccc(/C=C/C(=O)NC(=S)N2CCOCC2)cc1,-2.2,-9,-3,-0.9,7,-1.1,-5.1,-7,-97
COCCCN1CN(S(=O)(=O)c2ccc(Cl)cc2)c2nc3ccccc3nc21,-2.3,1,5,-1.0,7,0.3,-1.9,-16,35
Cc1ccc(C)c(CSCc2nc3ccccc3[nH]2)c1,-4.6,-8,-17,nt,-14,nt,-3.8,-8,35
Cc1cccc(CC(C)NC(=O)c2cc(COc3ccc(F)cc3F)on2)n1 (stereo unspecified),-0.2,-1,-16,2.0,3,4.7,0.6,-27,32
COc1ccc(NC(=O)Nc2ccc(F)cc2)cn1,-3.6,-11,-9,6.7,-1,8.2,-2.2,-7,37
C=CCN(C(=O)Cn1nnc2ccccc21)C(C(=O)NCCOC)c1ccc(OC)cc1OC (stereo unspecified),-0.4,2,-11,0.3,0,0.7,-0.7,-24,11
CCOc1ccc(-n2c(-c3ccccc3)nnc2-c2ccccc2)cc1,-2.9,0,-2,-2.8,-8,-0.3,-1.5,-29,-27
CCC(CC)C(=O)Nc1nnc(CCc2ccccc2)s1,-0.7,-3,-20,-2.3,-5,-0.9,-1.4,-35,nt
Cc1ccc(C2(C)NC(=O)N(CC(=O)N(Cc3ccccc3)C(C)(C)C)C2=O)cc1 (stereo unspecified),-0.9,-8,-2,-0.8,1,0.5,-2.7,-39,36
O=C(Nc1cc([N+](=O)[O-])ccc1N1CCOCC1)c1ccco1,-2.4,1,-13,0.3,24,0.6,-2.2,-5,8
CCCCn1c(SCC(=O)O)nc2ccccc21,-1.4,-8,-4,2.3,5,0.5,-1.8,-4,-10

# Ordered by the number under GalR3 antag (low to high): three from the list above
Molecule	IMP-1 inh	GalR3 antag	GPR7 antagonist	HCV NS3 hel inh	VIM-2 inhibitor	PHOSPHO1 inh
Cc1ccc(C)c(CSCc2nc3ccccc3[nH]2)c1	-4.6	-8	-17	-14	-3.8	35
COCCCN1CN(S(=O)(=O)c2ccc(Cl)cc2)c2nc3ccccc3nc21	-2.3	1	5	7	-1.9	35
C=CCN(C(=O)Cn1nnc2ccccc21)C(C(=O)NCCOC)c1ccc(OC)cc1OC (stereo unspecified)	-0.4	2	-11	0	-0.7	11

# Next records
SMILES,IMP-1 inh,GalR3 antag,GPR7 antagonist,OXTR agonist,HCV NS3 hel inh,V1aR counter,VIM-2 inhibitor,DNA FID counter,PHOSPHO1 inh
CN(C)CCCNC1=CC(=O)CC(c2ccccc2)C1 (stereo unspecified),-1.0,-7,-5,0.5,-6,0.5,0.5,5,-29
O=C(CN(CC1CCCO1)S(=O)(=O)c1ccc(S(=O)(=O)NC2CC2)cc1)Nc1ccccc1 (stereo unspecified),-7.8,0,1,-0.4,-10,-0.3,-0.2,-20,-7
C=CCn1c(=O)c2c(nc(Br)n2Cc2ccccc2Cl)n(C)c1=O,-0.7,-7,-2,0.7,-3,4.8,-0.3,-6,32
Cc1cc(C)c(OCC(=O)N(Cc2ccc(N(C)C)cc2)C2CCS(=O)(=O)C2)c(C)c1 (stereo unspecified),-1.2,-2,-9,-1.2,2,-2.5,-1.0,-40,20
O=C(NC1CCCN(CCc2ccccc2)C1)c1c[nH]c2ccccc12 (stereo unspecified),1.1,-10,9,1.2,2,5.6,1.1,15,25
CCC1=NN(C(=O)c2cccc([N+](=O)[O-])c2)C(O)(c2ccc(C)cc2)C1 (stereo unspecified),-3.4,-2,7,-1.6,9,-1.4,-1.8,-12,29
Cc1ccc(C(=O)NC(=S)Nc2ccc(S(=O)(=O)N3CCN(C)CC3)cc2)cc1,-1.9,-2,-7,5.2,-45,10,31*,2,32
CN(C(=O)CSc1nnc(-c2ccccc2)c(-c2ccccc2)n1)C1CCS(=O)(=O)C1 (stereo unspecified),-3.3,-1,-9,-1.3,3,1.0,-1.1,-19,7
CCC(C(=O)NC1CCCC1)n1nc(C)n2c(cc3occc32)c1=O (stereo unspecified),-1.8,3,-6,-2.4,-2,-2.1,-1.4,-14,38
O=C(Nc1cccnc1)Nc1cccc(F)c1,-1.8,-12,-8,5.7,13,5.9,-4.1,0,nt
CC1Cc2cc(/C(O)=C3/C(=O)C(=O)N(CCN4CCOCC4)C3c3cccc(Cl)c3)ccc2O1 (stereo unspecified),-1.6,-4,2,0.7,2,-0.4,-0.4,-33,50
O=C1CN(c2ccc(Br)cc2)C(=O)N1CC(=O)N1CCCc2ccccc21,-4.0,-2,-14,4.0,12,2.7,-8.2,-4,-36
O=C(C(c1ccccc1)c1ccccc1)N1CCCc2ccccc21,-2.6,1,-4,-2.3,-5,-0.7,-1.9,-18,-1
O=C(Nc1ccccc1Oc1ccccc1)C1=COCCO1,-1.7,-1,-20,-1.1,-6,-0.4,-2.2,-14,nt
CCN(CC)S(=O)(=O)c1cccc(NC2=NCC(C)S2)c1 (stereo unspecified),-2.6,0,-11,1.3,-6,1.5,-1.2,-10,16
CCCCCNC1=CC(=O)CC(c2ccccc2)C1 (stereo unspecified),-0.5,-2,8,0.5,1,0.3,0.2,-10,15
CC(=O)c1ccc(N2CCN(CC(=O)Nc3cc(C)on3)CC2)cc1,-1.9,0,-4,-1.0,2,-1.1,3.6,-3,32
O=C(O)c1sccc1Oc1ccc(F)cc1[N+](=O)[O-],-2.7,2,-6,-0.7,-1,0.2,-0.2,-3,12
COc1ccc(-n2ncc3c(NCc4ccc5c(c4)OCO5)ncnc32)cc1,-1.2,-6,3,0.1,-5,-0.1,-1.9,0,11
Cc1cc(=O)n2cc(-c3ccccc3)nc2[nH]1,-0.5,-6,-8,0.2,-1,0.3,-0.6,-2,49
CNC(=O)c1cc2c(s1)CCCCCC2,-4.7,-7,-11,1.1,-9,0.8,-5.3,-7,5
CCN(Cc1ccccc1)S(=O)(=O)c1ccc(OC)cc1,-1.4,-13,-10,-2.1,-9,-1.3,-2.8,-19,19
CCOc1ccc(OCC)c(NC(=O)CSCCc2ccccn2)c1,-1.3,2,4,-2.4,0,-1.4,-0.6,-32,-1
CCOc1ccccc1N1CCN(C(=O)NC(C)c2ccc(F)c(F)c2)CC1 (stereo unspecified),-0.7,-8,16,3.3,12,2.2,-0.3,-36,20
CCCc1nnc(NC(=O)CN2C(=O)C3C4C=CC(C4)C3C2=O)s1 (stereo unspecified),-2.7,-1,-15,-0.6,10,-0.1,-3.1,-9,34
CCOC(=O)c1ccc(NC(=O)CCc2c(C)nc3ncnn3c2C)cc1,-4.7,-2,-15,0.3,-5,-0.3,2.1,-25,-2
COC(=O)c1ccc(Nc2ccc3nonc3c2[N+](=O)[O-])cc1,0.7,-10,-10,1.8,4,0.9,-0.5,6,8
C/C(=N\NC(=O)CCc1c[nH]c2ccccc12)c1ccc([N+](=O)[O-])cc1,-2.9,-3,-3,4.3,-11,3.6,-3.9,-1,-2
O=C(CSc1nnnn1-c1cccc2c1CCCC2)N1CCCCC1,-4.8,-7,7,5.5,-6,6.1,-2.9,-35,-8
COc1ccc(NC(=S)N(CCc2c(C)[nH]c3ccc(C)cc23)Cc2cccnc2)cc1,-1.4,1,-4,0.5,-12,1.2,-0.4,-15,-9
CC(C)Cc1nnc(NC(=O)CCC(=O)NC2CC2)s1,-0.6,3,9,0.5,7,0.0,-2.8,-6,-16
CCOC(=O)c1c(S(=O)(=O)N2c3ccccc3CC2C)c(C)n(C)c1C (stereo unspecified),-3.9,-5,-8,-2.4,-1,-1.9,-2.2,-38,55
NS(=O)(=O)c1ccc(CCNC(=O)c2cnc(Cl)c(Cl)c2)cc1,-1.7,-10,-10,0.2,-1,0.3,-1.2,-9,16
CC(C)[C@H](NC(=O)N1CC(=O)Nc2ccccc21)C(=O)N[C@H](C(=O)O)c1ccccc1,-4.2,-7,-16,-0.9,-1,0.5,-2.1,-11,27
CCN(C(=O)CSc1ncccn1)C1CCS(=O)(=O)C1 (stereo unspecified),-1.8,-6,-2,0.1,1,1.1,-1.8,-3,38
Cc1cc(Oc2ccc(Cl)cc2)nc(-c2ccccc2O)n1,2.4,1,-12,-1.0,6,0.6,2.2,2,0
